MEP2 TOR yeast: yeast TOR pathway MEP2-GFP modulation. AID 2016. GFP response vs DMSO, % at 10 µM. S. cerevisiae MEP2-GFP strain, flow cytometry GFP, 3 h; 100% = DMSO control level. 330,000 tested, 0.51% active;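 active means GFP response versus DMSO above a set limit, roughly screen mean plus 3 SD, cut at about 180% in these data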;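 further: median GFP fluorescence of the barcode-gated MEP2-GFP cells per well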
AHR act: human AHR activation | 320,000 tested, 2.5% active | activation, % at 5 µM | AHR-responsive luciferase reporter cells, luminescence | P35869 | AID 2796; in the data active means activation above about 47%;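 further: 0% = vehicle wells and 100% = reference agonist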
Target sequence (P35869 whole entry, looked up): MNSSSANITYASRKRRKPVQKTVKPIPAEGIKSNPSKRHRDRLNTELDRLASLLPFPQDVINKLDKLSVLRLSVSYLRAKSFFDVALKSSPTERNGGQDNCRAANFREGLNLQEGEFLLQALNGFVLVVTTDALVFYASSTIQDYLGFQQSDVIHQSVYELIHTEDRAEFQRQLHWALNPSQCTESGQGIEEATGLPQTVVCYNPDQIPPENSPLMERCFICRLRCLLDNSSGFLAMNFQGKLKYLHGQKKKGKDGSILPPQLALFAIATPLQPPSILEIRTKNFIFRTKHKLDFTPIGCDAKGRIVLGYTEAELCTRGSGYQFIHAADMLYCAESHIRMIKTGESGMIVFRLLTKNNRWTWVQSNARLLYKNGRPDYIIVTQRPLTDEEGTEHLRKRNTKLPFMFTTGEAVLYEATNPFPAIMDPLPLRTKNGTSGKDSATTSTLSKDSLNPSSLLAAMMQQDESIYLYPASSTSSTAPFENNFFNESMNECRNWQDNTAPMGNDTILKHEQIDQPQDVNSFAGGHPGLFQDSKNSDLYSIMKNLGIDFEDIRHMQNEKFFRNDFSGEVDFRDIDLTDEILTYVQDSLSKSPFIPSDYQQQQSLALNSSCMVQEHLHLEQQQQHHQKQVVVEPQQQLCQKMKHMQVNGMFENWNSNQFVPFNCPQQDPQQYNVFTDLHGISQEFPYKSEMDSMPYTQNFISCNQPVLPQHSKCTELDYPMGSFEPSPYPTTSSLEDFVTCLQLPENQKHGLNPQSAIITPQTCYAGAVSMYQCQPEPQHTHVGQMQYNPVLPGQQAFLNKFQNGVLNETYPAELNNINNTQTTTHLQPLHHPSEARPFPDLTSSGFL
LAP4-GFP MLPCN: yeast TOR pathway LAP4-GFP modulation | GFP response vs DMSO, % at 10 µM | 320,000 tested, 0.34% active | S. cerevisiae LAP4-GFP multiplex, flow cytometry GFP, 3 h; median GFP as percent of DMSO wells;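 active means GFP response vs DMSO above a set limit, about the screen mean plus 3 SD, cut at about 150% in these data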
CIT2 TOR yeast: modulators of TOR pathway CIT2-GFP in S. cerevisiae | S. cerevisiae CIT2-GFP strain, flow cytometry, 3 h; 100 means same as DMSO wells | GFP response vs DMSO, % at 10 µM | 320,000 tested, 0.065% active;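 active means GFP response relative to DMSO above a set limit, near the screen mean plus 3 SD, cut at about 150% in these data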;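 further: ratio of well median GFP fluorescence to mean of DMSO wells on the plate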
RPL19A-GFP yeast: alters RPL19A-GFP fluorescence in TOR pathway yeast screen; S. cerevisiae RPL19A-GFP strain, flow cytometry, 3 h; hits give low values; percent response vs DMSO, % at 10 µM; 330,000 tested, 0.3% active;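 active means percent response vs DMSO below 50%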;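 further: median channel GFP fluorescence of the barcoded RPL19A-GFP strain; ratio of sample median GFP to plate DMSO average so 100% = DMSO; lower means less RPL19A-GFP as with rapamycin TOR inhibition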
AGP1 TOR yeast: alters AGP1-GFP fluorescence in TOR pathway yeast screen | S. cerevisiae AGP1-GFP multiplex flow cytometry, 3 h; GFP as percent of DMSO wells | GFP response vs DMSO, % at 10 µM | 320,000 tested, 0.02% active | AID 2066;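 active means GFP response relative to DMSO above a set limit, near screen average plus 3 SD, cut at about 150% in these data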;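 further: median GFP channel fluorescence of the gated AGP1 strain per well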
proCasp3 act: procaspase-3 (human) activation. AID 463141. recombinant procaspase-3 D3A, Ac-DEVD-pNA absorbance 405 nm. P42574. activation, % at 8.5 µM. 330,000 tested, 0.11% active;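 active means activation above the mean of all tested compounds plus 3 SD, cut at about 21% in these data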;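 further: 0% = DMSO alone and 100% = DMSO wells spiked with extra 5 µM PC-3 D3A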
Target sequence (P42574 whole entry D9A/D28A/D175A): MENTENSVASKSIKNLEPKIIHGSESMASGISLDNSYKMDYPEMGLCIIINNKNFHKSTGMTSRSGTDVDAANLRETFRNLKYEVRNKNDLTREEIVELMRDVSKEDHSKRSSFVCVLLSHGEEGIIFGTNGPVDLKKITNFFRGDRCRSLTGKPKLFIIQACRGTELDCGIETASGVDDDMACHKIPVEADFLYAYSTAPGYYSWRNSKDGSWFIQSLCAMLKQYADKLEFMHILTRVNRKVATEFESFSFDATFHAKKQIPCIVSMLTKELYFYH
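material = Procaspase-3 D3A mutant | probe or stimulus = Ac-DEVD-pNA | compound = single dose, 8.5 µM nominal compound, 0.8% DMSO | timing = 1 h preincubation, 2 h reaction | measured by = 405 nm absorbance of p-nitroaniline, reads at 0 and 120 min | benchmarks = DMSO-only low control, 5 µM PC-3 D3A high control | repeats = singlicate, each compound tested once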
procasp7 counter: counter-screen: procaspase-7 (human) activation. P55210. recombinant procaspase-7, Ac-DEVD-pNA absorbance 405 nm; D23A/D198A/D206A triple mutant, cannot self-cleave; scale: DMSO 0, 5 µM enzyme 100. activation, % at 8.5 µM. 330,000 tested, 0.093% active;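 active means percent activation above the screen-wide mean plus 3 SD, cut at about 25% in these data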
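Assay system: Uncleavable procaspase-7 mutant enzyme | Input: 2 µM procaspase-7 mutant as dispensed | Timing: 1 h compound preincubation, 2 h substrate cleavage, 25 °C | Repeats: One well per compound | Control set: DMSO wells as 0%, DMSO with 5 µM added PC-7 as 100% | Technique: Epi-absorbance of released pNA at 405 nm, two timepoints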
* = called active by the depositor; / = not tested or not shown.

Start of the data: the first three records, ahead of the listing:
Every second line gives: LAP4-GFP MLPCN	AGP1 TOR yeast	CIT2 TOR yeast	AHR act	proCasp3 act	procasp7 counter	RPL19A-GFP yeast	MEP2 TOR yeast
> Cn1c(=O)[nH]c2c(nc(-c3ccc(Cl)cc3)n2C)c1=O
→ 93.9	102.2	98.4	8.3	8.6	7.4	102.3	97.6
> Cc1nnc(SCC(=O)Nc2ccc3c(c2)OCCO3)n1N
→ 110.5	110.2	110.4	2.0	11.4	14.6	102.1	110.6
> O=C1NC2(CCCCC2)C(=O)N1CC(=O)N(Cc1ccccc1)c1ccccc1
→ 103.9	108.4	87.4	-1.9	3.3	12.4	87.1	88.6

The whole of this part (from the top)
Every second line gives: LAP4-GFP MLPCN	AGP1 TOR yeast	CIT2 TOR yeast	AHR act	proCasp3 act	procasp7 counter	RPL19A-GFP yeast	MEP2 TOR yeast
> Cn1c(=O)[nH]c2c(nc(-c3ccc(Cl)cc3)n2C)c1=O
→ 93.9	102.2	98.4	8.3	8.6	7.4	102.3	97.6
> Cc1nnc(SCC(=O)Nc2ccc3c(c2)OCCO3)n1N
→ 110.5	110.2	110.4	2.0	11.4	14.6	102.1	110.6
> O=C1NC2(CCCCC2)C(=O)N1CC(=O)N(Cc1ccccc1)c1ccccc1
→ 103.9	108.4	87.4	-1.9	3.3	12.4	87.1	88.6
> CCc1ccccc1NC(=O)CNC(=O)c1cccc(S(=O)(=O)N2CCN(Cc3ccccc3)CC2)c1
→ 111.1	112.5	99.7	-1.4	7.0	9.8	101.7	94.8
> Cc1cc(Nc2ccccc2C(=O)O)n(-c2cccc(Cl)c2)n1
→ 95.3	99.2	85.9	-0.8	-3.0	2.6	98.4	95.3
> COc1ccnc(Nc2ccc(C)c(C)c2)c1C#N
→ 95.5	98.7	88.4	15.5	0.4	-16.4	97.5	103.4
> C#CCNC(=O)C1=C[C@H](c2ccc(Br)cc2)C[C@H](OCc2ccc(CO)cc2)O1
→ 144.2	95.4	116.7	0.7	0.9	6.4	97.8	96.7
> COc1ccc(C(CNC(=O)COc2ccccc2-c2ccccc2)N2CCOCC2)cc1 (stereo unspecified)
→ 81.6	84.5	89.2	1.1	-3.3	10.2	87.4	83.2
> NC(=O)C1CCN(C(=O)/C(=C/c2ccccc2)NC(=O)c2ccccc2)CC1
→ 107.3	100.1	104.1	/	/	/	101.1	110.6
> Cc1c(OCc2nn[nH]n2)ccc2c(-c3ccccc3)cc(=O)oc12
→ 102.1	106.0	97.2	6.3	5.8	10.3	102.2	99.5
> CC(C)NC(=O)NC(=O)CSc1nncs1
→ 85.8	95.1	/	0.6	2.9	14.4	87.6	102.9
> Cc1cccc(N2CC(C(=O)Nc3ccc(S(=O)(=O)N4CCCCC4)cc3)CC2=O)c1C (stereo unspecified)
→ 102.6	103.2	104.2	-2.4	-2.2	1.5	105.2	104.5
> Cc1ccc(S(=O)(=O)N(C)c2nonc2C)cc1
→ 109.0	106.3	109.0	-1.1	10.5	14.8	104.2	105.8
> CSc1ccccc1NC(=O)COc1ccc(Cl)cc1
→ 90.9	87.0	91.4	3.3	-4.4	9.2	97.1	91.7
> CC1CCC(NC(=O)c2cccc(S(=O)(=O)N3CCN(c4ccc(F)cc4)CC3)c2)CC1 (stereo unspecified)
→ 100.5	102.3	97.4	9.5	5.6	-2.7	96.9	99.1
> COc1cccc2cc(C(=O)N3C(C)CCCC3C)c(=O)oc12 (stereo unspecified)
→ 93.3	96.7	93.9	0.8	6.4	-0.5	94.8	96.7
> O=C(Nc1ccc(OC(F)(F)F)cc1)C1CCCN(S(=O)(=O)c2cnc[nH]2)C1 (stereo unspecified)
→ 102.3	107.4	103.8	4.6	3.2	1.1	104.0	107.8
> COC(=O)CN(C)C(=O)c1ccc2nc(Cc3cccc(Cl)c3)oc2c1
→ 96.8	103.5	104.0	4.0	3.8	-1.6	106.4	105.7
> NC(=O)C1CCN(C(=O)CN2C(=O)c3ccccc3S2(=O)=O)CC1
→ 102.9	102.9	103.6	1.1	-6.6	2.4	97.3	109.8
> CCCCN(C)C(=O)c1ccc(CS(=O)(=O)c2ccccc2C)o1
→ 97.2	104.9	107.9	3.0	5.9	-2.0	101.4	101.0
> COc1cc(OC)cc(-c2nnc(Nc3nc4c(F)cccc4s3)o2)c1
→ 88.3	94.8	102.6	0.0	1.9	15.2	94.7	100.0
> COc1ccccc1N1CCN(C(=O)CN2C(=O)c3ccccc3C2=O)CC1
→ 113.0	116.3	110.1	0.1	-7.7	-3.9	103.4	105.3
> O=C(NCC1CCCO1)c1ccc(NC(=O)c2cc(F)c(F)cc2Cl)cc1 (stereo unspecified)
→ 89.8	98.8	102.8	-0.2	1.2	9.2	98.3	109.8
> COc1ccc(NC(=O)C2CCCN2C(=O)Nc2ccccc2)cc1OC (stereo unspecified)
→ 90.7	90.5	89.0	11.4	-0.9	2.2	94.4	93.0
> CC(=O)NC(CCS(C)(=O)=O)C(=O)Nc1ccc(C)c(F)c1 (stereo unspecified)
→ 95.2	105.4	106.1	-1.8	-1.8	-3.1	95.7	94.9
> Cc1ccc(N(CC(=O)NCc2ccncc2)S(C)(=O)=O)cc1
→ 93.9	99.0	109.7	3.4	-4.2	-13.1	99.5	90.1
> COc1cc(SC#N)ccc1N=Cc1c(C)[nH]n(-c2cccc3ccccc23)c1=O
→ 122.0	113.5	94.9	12.8	-22.1	-21.9	103.2	110.0
> Cc1ccc(-n2nnnc2Sc2ccc(S(=O)(=O)NCCN(C)C)cc2[N+](=O)[O-])cc1
→ 104.7	96.2	88.4	0.1	-0.7	-6.3	97.1	104.6
> Cc1ccc(C)c(OCC(=O)NCCNC(=O)COc2cc(C)ccc2C)c1
→ 93.8	100.1	/	0.9	11.2	-2.0	100.3	108.0
> Cc1ccc(S(=O)(=O)Nc2cccc(C(=O)N3CCC(C(N)=O)CC3)c2)cc1
→ 102.0	100.8	97.6	0.4	-6.5	3.1	93.8	99.0
> O=C(OCc1ccccc1C(F)(F)F)c1cc([N+](=O)[O-])ccc1N1CCOCC1
→ 97.2	96.1	100.2	-2.1	-8.0	-3.4	94.0	98.4
> CCCCc1cn([C@@H](CCCCN)C(=O)N2CCNCC2)nn1
→ 98.9	104.5	96.5	0.1	2.7	0.2	103.1	106.4
> FC(F)(F)c1nnc2c(Sc3ccc(Cl)cc3)nc3ccccc3n12
→ 100.1	101.4	93.2	7.7	-4.7	7.9	97.2	99.2
> CSCCC(NC(=O)c1ccccc1)C(=O)Nc1ccc(C)cc1 (stereo unspecified)
→ 92.2	97.0	102.8	-0.4	4.3	-0.7	102.6	104.7
> COc1ccc(/C=C/C(=O)OCc2cc(=O)n3c(n2)sc2ccccc23)cc1
→ 105.1	112.3	109.2	6.1	5.1	0.4	106.7	107.9
> CC12CC3(C)CC(C)(C1)CC(C(=O)NC(=S)N1CCCC1)(C2)C3
→ 104.7	98.0	92.4	0.5	-11.5	4.5	96.5	98.8
> Cc1noc(C)c1C(c1ccccc1)S(=O)(=O)c1ccccc1 (stereo unspecified)
→ 96.2	97.1	100.5	-0.7	2.4	8.1	98.8	99.6
> O=C(O)c1cc(N/N=C/c2ccc3c(c2)OCCO3)ccc1Cl
→ 100.1	96.8	92.7	-3.0	1.5	2.4	93.3	93.0
> CCN(c1ccccc1)S(=O)(=O)c1cccc(C(=O)NCCN2CCOCC2)c1
→ 92.1	93.1	97.8	0.0	3.0	4.8	91.5	92.0
> Cn1c(=O)c2c(nc(N/N=C/c3ccncc3)n2Cc2ccccc2)n(C)c1=O
→ 105.1	101.2	93.4	22.2	-8.6	5.9	94.8	96.3
> Cn1c(=O)c2c(SCC(=O)Nc3nccs3)nc(C3CC3)nc2n(C)c1=O
→ 101.5	99.5	100.3	1.4	8.4	8.7	93.4	101.0
> COc1ccccc1NC(=S)NC(NC(=O)c1ccco1)C(Cl)(Cl)Cl (stereo unspecified)
→ 110.3	98.9	98.6	5.2	0.3	6.2	99.0	115.9
> COCCNc1oc(/C=C/c2ccccc2OC)nc1S(=O)(=O)c1ccccc1
→ 108.9	104.1	97.7	-0.4	7.3	2.1	103.2	106.1
> COC(=O)C1=C(Nc2ccc(C)cc2)C=C(C)C(C(=O)OC)C1c1ccc(OC)cc1 (stereo unspecified)
→ 101.2	108.6	102.1	5.0	-4.4	-6.6	101.1	105.0
> Cc1ccc(S(=O)(=O)N2CCCCCC2)cc1C(=O)NCc1ccccn1
→ 100.2	101.0	97.9	-1.5	4.2	-5.1	99.8	97.7
> N#Cc1cn(-c2ccccc2)nc1-c1ccccc1
→ 99.2	98.0	106.0	18.0	-3.5	7.7	98.5	105.7
> CCC(C)(C)NC(=O)Cn1c(=O)oc2cc(S(=O)(=O)N3CC(C)CC(C)C3)ccc21 (stereo unspecified)
→ 98.9	106.1	97.8	-0.4	3.9	12.9	99.6	99.3
> O=C(OC1CSc2nc3ccccc3n2C1)c1ccco1 (stereo unspecified)
→ 94.0	25.2	90.1	0.4	-0.5	15.5	18.1*	282.5*
> CCOc1ccc(/C=C2/C(=N)N3OC(C)=CC3=NC2=O)cc1OC
→ 96.9	98.1	101.3	3.0	-5.6	2.6	101.1	106.3
> COc1cc(C2(c3ccc(O)c(OC)c3)C(=O)N(C)c3ccc(Br)cc32)ccc1O
→ 107.0	106.4	102.1	-0.4	0.8	3.9	96.5	106.5

Remaining list, next part:
Every second line gives: LAP4-GFP MLPCN	AGP1 TOR yeast	CIT2 TOR yeast	AHR act	proCasp3 act	procasp7 counter	RPL19A-GFP yeast	MEP2 TOR yeast
> O=C(Nc1nc(COc2ccccc2)cs1)c1ccccc1F
→ 89.9	83.7	91.9	-5.4	-1.6	2.6	98.6	93.7
> CCN(CC)CCNc1nc2cc(OC)c(OC)cc2c2nc(-c3ccccc3)nn12
→ 102.0	94.1	99.0	90.4*	-3.4	10.6	91.4	107.3
> CC(C)=NNc1cc([N+](=O)[O-])cc2c1C(=O)N(C)S2=O (stereo unspecified)
→ 98.4	90.3	72.1	5.4	11.5	-1.9	85.6	105.3
> COCCN1C=C(C(=O)OC)C(c2ccc(Cl)cc2)C(C(=O)OC)=C1
→ 98.9	98.4	99.5	1.1	2.0	1.1	97.6	88.1
> CCC1CCCCN1CCCNC(=O)C1CCN(S(=O)(=O)N2CCC3(CC2)OCCO3)CC1 (stereo unspecified)
→ 96.7	101.6	102.8	1.1	5.0	0.2	99.9	100.4
> Cn1ccnc1CN1CCN(C(=O)c2cc(COc3ccc(F)c(F)c3)on2)CC1
→ 106.1	101.8	102.6	-1.3	2.5	1.9	101.4	99.9
> CCC(=O)c1ccc(OCC(=O)Nc2ccc(S(=O)(=O)Nc3cc(C)nc(C)n3)cc2)cc1
→ 92.5	99.0	101.3	-1.5	6.3	3.7	98.5	102.6
> CN(Cc1cnccn1)C(=O)CC1C(=O)NCCN1CC(c1ccccc1)c1ccccc1 (stereo unspecified)
→ 100.3	102.2	96.8	2.2	-0.7	-1.9	97.4	101.1
> CCOC(=O)CC(=O)CSc1nc(-c2cccnc2)ccc1C#N
→ 90.8	83.7	/	7.2	-3.5	-8.6	90.4	87.0
> CCOc1ccc(CN2C(=O)c3ccccc3Sc3ccc(C(=O)NCCCN4CCOCC4)cc32)cc1
→ 81.2	93.0	97.2	1.2	6.3	-6.2	99.3	101.4
> COCC(=O)Nc1cc(C)cn(Cc2ccccc2Cl)c1=O
→ 94.0	92.6	100.8	-0.7	5.7	-3.5	99.0	107.1

Screens (PubChem BioAssay)
